Source: PubChem BioAssay (several laboratories)
Yp Topo-I inh: inhibitors of Yersinia pestis topoisomerase I; Y. pestis Topo-I cleavage product accumulation, plate reader; activity, % at 10 µM; 360,000 tested, 0.064% active; in the data active means activity above about 50%, passing the limit was not always enough; inconclusive means no clear call, values can overlap the other calls; further: inactives centre near 2
PriA SSB inh: blocks PriA binding to SSB C-terminal tail; AlphaScreen SSBct-PriA binding, biotinylated peptide; inhibition, % at 33 µM; 430,000 tested, 0.6% active; AID 1272365; in the data active means inhibition mostly above about 37%, no sharp cut-off; inactive means mostly below about 20%;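 further: plate controls were negative control peptide for no effect and reference peptide for full effect; strong numbers were not always called active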
PrPC surface inh: inhibitors of human cell surface prion protein PrPC. P04156. 370,000 tested, 0.43% active. TR-FRET read-out. inhibition, % at 13.8 µM; in the data active means inhibition above about 24%; further: 0% = median of the test wells and 100% = reference compound wells
SARS 3CLpro inh: SARS-CoV 3CLpro protease inhibition; P0C6X7; inhibition, % at 6 µM; 290,000 tested, 0.14% active; recombinant SARS-CoV 3CLpro, quenched FRET peptide cleavage; in the data active means inhibition above about 12%
BoNT A protease: blocks Botulinum neurotoxin A light chain protease. multiplex microsphere protease substrate cleavage, flow cytometry. inhibition, % at 10 µM. 360,000 tested, 0.17% active; further: plate controls were buffer without enzyme for full effect and enzyme alone for no effect
TcdB inh: inhibitors of Clostridioides difficile toxin B glycohydrolase | AID 652162 | inhibition, % at 9.99 µM | P18177 | 350,000 tested, 0.24% active | TcdB glycohydrolase enzymatic assay, plate reader; in the data active means inhibition above about 10%
Target sequence (P18177 whole entry, looked up): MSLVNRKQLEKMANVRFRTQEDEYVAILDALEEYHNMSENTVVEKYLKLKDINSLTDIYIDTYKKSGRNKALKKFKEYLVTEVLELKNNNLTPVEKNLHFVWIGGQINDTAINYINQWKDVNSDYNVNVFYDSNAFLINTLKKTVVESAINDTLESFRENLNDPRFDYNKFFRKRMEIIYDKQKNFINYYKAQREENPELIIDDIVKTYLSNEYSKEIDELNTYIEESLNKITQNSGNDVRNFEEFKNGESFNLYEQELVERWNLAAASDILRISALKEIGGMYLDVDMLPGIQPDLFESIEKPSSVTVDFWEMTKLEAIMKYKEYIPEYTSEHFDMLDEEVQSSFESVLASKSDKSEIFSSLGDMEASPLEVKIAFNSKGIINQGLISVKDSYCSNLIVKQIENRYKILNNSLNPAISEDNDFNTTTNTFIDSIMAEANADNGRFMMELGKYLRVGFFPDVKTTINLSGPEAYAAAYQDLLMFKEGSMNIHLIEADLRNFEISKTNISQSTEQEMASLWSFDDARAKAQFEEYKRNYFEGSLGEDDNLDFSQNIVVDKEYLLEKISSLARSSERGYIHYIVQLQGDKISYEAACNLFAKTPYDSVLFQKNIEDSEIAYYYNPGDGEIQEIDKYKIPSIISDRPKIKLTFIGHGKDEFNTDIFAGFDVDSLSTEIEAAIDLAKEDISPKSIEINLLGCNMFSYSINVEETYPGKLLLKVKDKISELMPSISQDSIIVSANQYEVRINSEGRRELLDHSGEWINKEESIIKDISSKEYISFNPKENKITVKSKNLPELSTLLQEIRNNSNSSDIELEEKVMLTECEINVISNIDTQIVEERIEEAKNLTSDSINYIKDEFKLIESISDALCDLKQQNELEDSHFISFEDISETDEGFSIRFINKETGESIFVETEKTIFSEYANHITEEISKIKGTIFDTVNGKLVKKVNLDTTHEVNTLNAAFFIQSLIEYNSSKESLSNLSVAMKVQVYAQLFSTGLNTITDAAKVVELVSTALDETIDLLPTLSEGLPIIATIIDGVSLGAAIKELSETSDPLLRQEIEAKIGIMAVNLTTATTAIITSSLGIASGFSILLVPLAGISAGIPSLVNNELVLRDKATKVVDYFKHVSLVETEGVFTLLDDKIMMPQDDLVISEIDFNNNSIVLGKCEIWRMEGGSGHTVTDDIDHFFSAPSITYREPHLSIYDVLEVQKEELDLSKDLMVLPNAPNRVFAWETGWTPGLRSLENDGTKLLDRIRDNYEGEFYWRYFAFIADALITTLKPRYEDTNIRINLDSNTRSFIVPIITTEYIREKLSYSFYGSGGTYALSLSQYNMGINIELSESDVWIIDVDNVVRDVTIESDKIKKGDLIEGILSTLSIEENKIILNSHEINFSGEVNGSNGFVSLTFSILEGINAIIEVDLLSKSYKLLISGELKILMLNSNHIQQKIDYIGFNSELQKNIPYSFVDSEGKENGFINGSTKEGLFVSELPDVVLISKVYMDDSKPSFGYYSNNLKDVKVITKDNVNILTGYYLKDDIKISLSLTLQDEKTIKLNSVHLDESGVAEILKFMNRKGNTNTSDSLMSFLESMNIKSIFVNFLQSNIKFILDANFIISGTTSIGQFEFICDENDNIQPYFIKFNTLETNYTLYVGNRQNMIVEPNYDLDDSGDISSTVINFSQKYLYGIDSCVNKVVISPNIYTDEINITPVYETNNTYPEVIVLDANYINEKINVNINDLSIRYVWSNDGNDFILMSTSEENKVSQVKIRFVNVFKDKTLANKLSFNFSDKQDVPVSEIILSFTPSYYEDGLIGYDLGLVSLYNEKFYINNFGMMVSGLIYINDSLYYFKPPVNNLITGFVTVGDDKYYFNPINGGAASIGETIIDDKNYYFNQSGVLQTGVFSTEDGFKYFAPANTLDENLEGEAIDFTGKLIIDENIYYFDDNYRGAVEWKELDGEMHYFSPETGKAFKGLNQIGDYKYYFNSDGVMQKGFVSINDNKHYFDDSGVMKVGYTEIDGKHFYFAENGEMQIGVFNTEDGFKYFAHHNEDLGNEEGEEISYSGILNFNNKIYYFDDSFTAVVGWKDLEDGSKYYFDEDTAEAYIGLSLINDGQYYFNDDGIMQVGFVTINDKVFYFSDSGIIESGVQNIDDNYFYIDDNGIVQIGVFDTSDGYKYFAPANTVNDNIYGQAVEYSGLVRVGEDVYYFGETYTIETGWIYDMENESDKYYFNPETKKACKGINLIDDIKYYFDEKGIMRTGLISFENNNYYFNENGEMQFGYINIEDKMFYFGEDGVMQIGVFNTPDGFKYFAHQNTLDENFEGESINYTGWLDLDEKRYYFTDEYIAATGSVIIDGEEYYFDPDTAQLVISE
Anthrax LF inh2: anthrax lethal factor protease inhibition | 360,000 tested, 0.12% active | AID 588501 | inhibition, % at 10 µM | multiplex microsphere protease cleavage assay, LF; further: plate controls were buffer without enzyme for full effect and enzyme alone for no effect
PfHsp40 rescue: compounds rescuing yeast from Plasmodium falciparum HSP40 toxicity. S. cerevisiae expressing PfHsp40, growth rescue, ATP luminescence. growth rescue, % at 12.5 µM. 340,000 tested, 0.68% active; in the data active means growth rescue above about 28%, passing the limit was not always enough; inconclusive means no clear call, values can overlap the other calls;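 further: yeast W303a lacking pdr1 and pdr3 grown in galactose medium; growth measured after three days at 30 °C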
BH1578 lux ind: induces V. cholerae light production without autoinducers; V. cholerae BH1578 lux reporter, luminescence, 6 h; activation, % at 18.7 µM; 350,000 tested, 0.16% active; AID 588436; in the data active means activation mostly above about 9.7%, no sharp cut-off; inconclusive means no clear call, values can overlap the other calls; inactive means mostly below about 3.7%; further: not every result past the cut was called active; inactives centre near 0; reference of the scale not given here
Starred values were filed as active, the others as inactive; i = inactive; ? = inconclusive; . = not tested or not shown. Unless noted, no stated cut-off is given here; in the data, active means inhibition above about 30%; inconclusive means no clear call, values can overlap the other calls; inactive means below that. Some of the compounds tested. The share of hits here may be higher or lower than overall.

SMILES	Yp Topo-I inh	PriA SSB inh	PrPC surface inh	SARS 3CLpro inh	BoNT A protease	TcdB inh	Anthrax LF inh2	PfHsp40 rescue	BH1578 lux ind
COCC(=O)N1CCC2CC1c1c(-c3ccc(C(F)(F)F)cc3)cccc12 (stereo unspecified)	15	-5	-5	.	-0.3	1.9	7	-1.3	i
Cc1nc(N2CCOCC2)[nH]c(=O)c1C(O)C(Cl)(Cl)Cl (stereo unspecified)	1	-5	10	2	-0.3	1.3	-6	-1.4	1.9
COCCNC(=O)C1(C)Cc2c(-c3ccc(NC(C)=O)cc3)ccnc2O1 (stereo unspecified)	7	.	5	.	-0.4	0.8	-1	.	-0.6
O=C(Nc1nc(-c2cccnc2)cs1)c1ccc([N+](=O)[O-])cc1	-4	18	-11	-5	2.3	1.5	6	0.4	-0.6
CC(NC(=O)COc1ccc(/C=N/NC(=O)CO)cc1)c1ccccc1 (stereo unspecified)	13	.	5	3	-0.3	1.5	1	-0.7	i
Cc1ccc2nc(NCc3ccccc3)[nH]c2c1	-2	1	5	-4	-1.1	.	-3	0.5	i
O=C1CC(c2ccccc2)CC(O)=C1C=Nc1cccc(Cl)c1 (stereo unspecified)	-2	-15	-4	4	0.7	0.1	-2	0.2	-0.1
O=C(Cc1ccc(Cl)cc1)Nc1cccc(-c2nnc(-c3ccco3)o2)c1	-1	-8	-6	1	-0.5	.	-2	-0.9	-0.7
Cc1ccc(C)c(S(=O)(=O)N2CCCC2CNC(=O)C(=O)NC2CCCC2)c1 (stereo unspecified)	3	-5	0	.	-2.6	0.8	-6	0.7	i
CC1(C)CC(=O)C2=C(C1)NC(=O)CC2	.	.	-1	.	0.1	0.5	5	.	.
O=C(CSc1cccc2cccnc12)OCC(=O)c1ccc(Br)cc1	38	-3	4	-2	0.5	.	1	2.4	i
CCC(C)(C)n1nnnc1CN1CCN(c2nc3ccc(C)cc3cc2C#N)CC1	-4	-20	-8	4	3.8	.	10	-0.2	11
CCCOC(=O)Cc1c(O)c2ccccc2[nH]c1=O	-4	-28	5	-3	-0.3	.	2	0.4	i
C=CCn1c(SCC(=O)NC2CCCCC2)nnc1-c1ccc(OC)cc1	-2	-5	-13	4	-0.4	.	-2	-0.2	-0.3
Nc1ccccc1C(=O)/C=C/c1ccc2c(c1)OCO2	1	10	1	-2	0.0	2.2	0	1.1	-2.1

Six compounds from above, showing only BH1578 lux ind and BoNT A protease.
SMILES | BH1578 lux ind | BoNT A protease
Cc1ccc(C)c(S(=O)(=O)N2CCCC2CNC(=O)C(=O)NC2CCCC2)c1 (stereo unspecified) | i | -2.6
CC1(C)CC(=O)C2=C(C1)NC(=O)CC2 | . | 0.1
O=C(CSc1cccc2cccnc12)OCC(=O)c1ccc(Br)cc1 | i | 0.5
CCC(C)(C)n1nnnc1CN1CCN(c2nc3ccc(C)cc3cc2C#N)CC1 | 11 | 3.8
CCCOC(=O)Cc1c(O)c2ccccc2[nH]c1=O | i | -0.3
C=CCn1c(SCC(=O)NC2CCCCC2)nnc1-c1ccc(OC)cc1 | -0.3 | -0.4

The list continues:
SMILES	Yp Topo-I inh	PriA SSB inh	PrPC surface inh	SARS 3CLpro inh	BoNT A protease	TcdB inh	Anthrax LF inh2	PfHsp40 rescue	BH1578 lux ind
COc1ccc(S(=O)(=O)NCC(c2ccco2)N2CCc3ccccc32)cc1 (stereo unspecified)	30	7	4	.	4.0	1.6	-4	0.8	-0.3
CCCNC(=O)c1c(CSc2ccccc2)noc1C(=O)NCc1ccccc1	36	-29	2	.	-0.3	2.0	-4	6.8	i
CCOC(=O)C(NC(=O)CC)(Nc1ccc(S(=O)(=O)Nc2onc(C)c2C)cc1)C(F)(F)F (stereo unspecified)	-6	-6	-4	4	0.3	0.1	0	-0.9	i
COc1ccc(NC(=O)CN2CCN(C3c4ccccc4-c4ccccc43)CC2)cc1	3	-8	5	4	-0.3	.	-7	0.0	-0.4
CC(C)C[C@@H](CN1CCC[C@@H]1CN1C(=O)C(=O)NC[C@@H]1Cc1ccccc1)N1C[C@H](Cc2ccccc2)N(CC2CCCCC2)C(=O)C1=O	.	.	1	.	-1.5	-1.2	-3	.	.
Cc1ccc(C2=NN(CCC(=O)N3CCC4(CC3)OCCO4)C(=O)CC2)cc1	-1	-1	3	2	-2.1	1.3	-6	0.7	-0.4
O=C(CC12CC3CC(CC(C3)C1)C2)N/N=C/c1ccc([N+](=O)[O-])o1	-5	.	-27	1	-0.2	0.3	-2	-0.9	-0.3
NC(=S)Nc1cccc2cnccc12	-9	-6	-10	-2	-0.1	.	-8	-0.1	-3.1
CCc1cccc(CC)c1NC(=O)c1cccc(NC(=O)c2ccccc2)c1	4	-6	-4	7	0.0	.	-4	3.8	.
COC(=O)CCCC1=CC2=CC(=O)C(C)(OC(=O)c3cccs3)C(=O)C2=CN1CCCOC(C)C (stereo unspecified)	16	-12	5	.	0.8	-11	1	-0.9	-0.2
COc1ccc(Cl)cc1C(=O)NNC(=O)c1[nH]c(C)c(C(C)=O)c1C	9	5	-17	.	0.1	0.7	2	-1.7	-1.0
NS(=O)(=O)c1cccc(NC(=O)c2ccccc2NS(=O)(=O)c2ccc(F)cc2)c1	0	14	2	-3	-2.4	0.1	-7	-0.4	-0.4
O=C(CCNC(=O)C1CCN(S(=O)(=O)c2ccccc2)CC1)NCc1cccc(Cl)c1	4	2	0	3	-1.9	1.8	2	-1.0	-0.5
O=C(CN1C(=O)c2cccc3cccc1c23)NC1CCCCC1	5	-12	-1	-4	-0.1	1.3	-1	0.0	-0.1
COc1cc(-c2noc(CCCC(=O)NCc3ccccc3)n2)cc(OC)c1OC	8	-17	-1	-1	-0.6	.	-6	-0.6	0.0

Six entries from above in another layout.
| canonical_smiles | Yp Topo-I inh | PriA SSB inh | PrPC surface inh | SARS 3CLpro inh | BoNT A protease | TcdB inh | Anthrax LF inh2 | PfHsp40 rescue | BH1578 lux ind |
| --- | --- | --- | --- | --- | --- | --- | --- | --- | --- |
| C=CCn1c(SCC(=O)NC2CCCCC2)nnc1-c1ccc(OC)cc1 | -2 | -5 | -13 | 4 | -0.4 | . | -2 | -0.2 | -0.3 |
| CCCNC(=O)c1c(CSc2ccccc2)noc1C(=O)NCc1ccccc1 | 36 | -29 | 2 | . | -0.3 | 2.0 | -4 | 6.8 | i |
| Cc1ccc(C)c(S(=O)(=O)N2CCCC2CNC(=O)C(=O)NC2CCCC2)c1 (stereo unspecified) | 3 | -5 | 0 | . | -2.6 | 0.8 | -6 | 0.7 | i |
| O=C1CC(c2ccccc2)CC(O)=C1C=Nc1cccc(Cl)c1 (stereo unspecified) | -2 | -15 | -4 | 4 | 0.7 | 0.1 | -2 | 0.2 | -0.1 |
| CC1(C)CC(=O)C2=C(C1)NC(=O)CC2 | . | . | -1 | . | 0.1 | 0.5 | 5 | . | . |
| CCc1cccc(CC)c1NC(=O)c1cccc(NC(=O)c2ccccc2)c1 | 4 | -6 | -4 | 7 | 0.0 | . | -4 | 3.8 | . |

Carrying on:
SMILES	Yp Topo-I inh	PriA SSB inh	PrPC surface inh	SARS 3CLpro inh	BoNT A protease	TcdB inh	Anthrax LF inh2	PfHsp40 rescue	BH1578 lux ind
CN(C(=O)c1ccc(Oc2ccc([N+](=O)[O-])cc2)cc1)C1CCCCC1	28	-6	-13	1	-4.6	-2.7	-10	3.4	i
CC1(C(=O)Nc2ccc(Cl)c(Cl)c2)CCN1C(=O)CC1CCCC1 (stereo unspecified)	6	.	-3	.	-0.4	1.1	-3	.	i
O=C(CSCc1ccccc1)Nc1cc([N+](=O)[O-])ccc1F	-8	8	-14	2	0.6	-0.2	-2	1.1	-0.2
Cc1ccc(NC(=O)CCN2C(=O)c3ccccc3C2=O)c(C)c1	0	-5	-1	-5	-0.3	-0.3	7	-0.5	-0.3
C=CC[C@H](CC(=O)N(CCO)Cc1ccccc1)C(=O)N[C@@H](COC(=O)[C@@H](CC=C)Cc1ccc(F)cc1)Cc1ccccc1	19	-4	-4	.	-0.6	0.2	-8	0.3	-0.4
COc1cc(C2C3=C(CC(C)(C)CC3=O)OC3=C2C(=O)CC(C)(C)C3)cc([N+](=O)[O-])c1O	3	14	3	8	-0.9	0.6	-7	0.0	0.4
COc1ccc(/C=N/NC(=O)c2cccc(S(=O)(=O)N3CCCC3)c2)cc1O	-4	.	5	.	.	0.9	.	-0.5	i
Cc1ccc(S(=O)(=O)N2CCOCC2)cc1NC(=O)CSc1nnc(N)s1	4	14	-7	3	-0.4	-1.3	-4	0.0	-0.3
O=S(=O)(/N=C/N1CCOCC1)c1ccc(Cl)cc1	8	.	2	4	-0.3	.	-10	-0.2	i
CC(=O)N1CCOc2ccc(S(=O)(=O)N3C(C)CCCC3C)cc21 (stereo unspecified)	1	-9	2	1	0.8	2.2	1	-1.0	-0.4
COC(=O)c1cc2cc(OC)ccc2n1C	9	-27	0	.	-0.2	-0.7	1	-1.3	-0.5
Cc1cc(C(=O)Nc2cccc(C(=O)O)c2)c(C)o1	3	-13	2	2	?	.	0	0.0	i
O=C(NCCc1ccc(Cl)cc1)Nc1cccc(Cl)c1	14	-17	10	2	-0.4	.	0	2.3	i
COc1ccc(OCC(=O)Nc2cc(OC)ccc2N2CCCCC2)cc1	11	-15	-5	-1	-1.1	-0.7	2	-0.4	i
COc1ccc(Nc2nnc(SCC(=O)N(CC(C)C)C3CCS(=O)(=O)C3)s2)cc1 (stereo unspecified)	3	.	3	.	0.1	-1.3	-2	.	-5.9
CCOC(=O)C1(Cc2ccccc2C)CCCN(S(=O)(=O)CC)C1 (stereo unspecified)	-3	-13	-4	4	0.1	3.3	4	1.4	-2.1
S=c1[nH]nc(-c2ccncc2)n1Cc1ccco1	-2	-7	-6	-5	?	.	0	0.1	-0.3
O=C(NCc1cccnc1)c1ccc(CS(=O)(=O)Cc2ccc(Cl)cc2)o1	-1	-15	-5	5	-0.9	.	-5	11	-0.3
Cc1c(C(=O)NCCCN2CCOCC2)sc2nc(-c3ccc(F)cc3)cn12	3	-7	2	4	-1.4	-0.4	-2	0.1	-0.4
Cc1ccc(S(=O)(=O)N2CCN(c3ncccn3)CC2)c(C)c1	-9	-16	-3	4	-0.6	0.3	-7	-0.3	-0.3
N#Cc1c(Cl)cccc1N1CCCC1	2	-20	4	3	.	0.5	.	-0.8	-0.8
COc1ccc(-c2noc(C3CCCN(C(=O)c4ccc(F)cc4)C3)n2)cc1 (stereo unspecified)	9	-13	8	4	-0.6	0.4	9	-0.3	i
Cc1nnc(NC(=O)c2c(-c3ccccc3)noc2C)s1	8	-10	1	1	0.6	.	-1	-0.9	-0.7
CC(C(=O)C12CC3CC(CC(C3)C1)C2)N1CCOCC1 (stereo unspecified)	9	1	2	1	1.8	1.4	1	-1.2	1.7
O=C1CCC(C(=O)N2CCCCO2)CN1CCc1ccc(Cl)cc1 (stereo unspecified)	1	-11	-1	4	0.3	0.8	2	-0.1	i
O=C(CSc1nc2ccccc2[nH]1)N1CCN(c2ccc(F)cc2)CC1	0	1	1	-2	-0.7	.	0	1.0	3.1
